Screening results deposited in PubChem BioAssay by National Center for Advancing Translational Sciences (NCATS).
Pin1 inhibitor: inhibitors of human Pin1; Q13526; Pin1 FP peptide displacement, HiFluor488, 10 min; Potency, µM (top dose mostly 115 µM), for inactives: at the highest dose activity, negative = inhibition, actives largely listed as inhibitors; hit rate 0.009% among 390,000; AID 504891; active = well fitted inhibition curve with a large enough effect in the polarisation, with a control signal flat, not every such curve was filed as active; inconclusive = small, poorly fitted or top-dose-only effect, or effect the other way, or a change in a side signal; inactive = no such curve, though single readings can be large or run the other way; the % refers to the polarisation; note: % is set by controls: 0 for no effect and ±100 for the full control effect
GLS inh: inhibitors of human glutaminase (GLS); O94925; GLS enzymatic activity, qHTS titration; Potency, µM (top dose mostly 45.5 µM), inactives show at the top dose activity change, negative = inhibition, usual class: inhibitors; hit rate 0.21% among 410,000; AID 624170; note: % is set by controls: 0 for no effect and ±100 for the full control effect
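Two-point fluorescence kinetic (t0, 30 min RT) for hKGA; glutamate detected via glutamate oxidase–HRP–Amplex Red. Substrate: 1 mM L-glutamine solution; buffer 45 mM KH2PO4, pH 8.2.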
G9a inh: inhibitors of human histone lysine methyltransferase G9a | Potency, µM (titrated, usually from 102 µM), without a hit: at the highest dose activity, negative = inhibition, actives largely listed as inhibitors | hit rate 8.8% among 350,000 | G9a H3K9 monomethylation, AlphaScreen, 2 h | Q96KQ7; note: % is set by controls: 0 for no effect and ±100 for the full control effect; nearly all actives have a fitted effect of over 75% in size
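Readings reflect AlphaScreen signal from monomethyl-H3K9 antibody detection. HMT at 20 nM; substrate b-H3K9 500 nM; cofactor SAM 20 uM; 2 h RT reaction; compounds tested as titrations in qHTS with 15 min preincubation.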
PGK inhibitor: T. brucei PGK inhibition; P07378; PGK/GAPDH coupled, Kinase-Glo luminescence, 60 min; Potency, µM (doses to about 57.5 µM), inactives show at the highest dose activity change, negative = inhibition, most hits filed as inhibitors; hit rate 0.043% among 380,000; note: % is set by controls: 0 for no effect and ±100 for the full control effect; nearly all actives have a fitted effect of over 60% in size
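Recombinant glycosomal PGK reaction used 1,3-bisphosphoglycerate generated in-well by GAPDH (100nM final) in 100mM TEA pH 7.6, 5mM MgCl2, 0.01% Tween-20. After 60 minutes at room temperature, ATP was read by Kinase-Glo Plus luminescence end-point.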
JMJD2A Tudor inh: inhibitors of human JMJD2A Tudor domain; O75164; AlphaScreen JMJD2A-Tudor / H3K4me3 peptide binding; Potency, µM (titrated, usually from 114 µM), for the others: top-dose activity change, negative = inhibition, hits mostly inhibitors; hit rate 4.4% among 390,000; note: % is set by controls: 0 for no effect and ±100 for the full control effect; nearly all actives have a fitted effect of over 50% in size
HP1b chromo inh: HP1-beta chromodomain-methylated histone interaction inhibition; P83916; AlphaScreen HP1-beta / biotin-H3K9me3 peptide binding; Potency, µM (titrated, usually from 114 µM), for inactives: at the highest dose activity change, negative = inhibition, most hits filed as inhibitors; hit rate 0.56% among 390,000; note: nearly all actives have a fitted effect of over 70% in size; inactives centre near 23
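AlphaScreen: HP1-beta (50 nM) preformed 30 min with biotin-H3(1-18)K9me3 peptide (50 nM) in PBS pH 7.4, 0.01% Tween-20. Compound added for 30 min at RT, then streptavidin donor/nickel chelate acceptor beads (10 ug/mL) for 30 min.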
POLI inh: blocks human DNA polymerase iota activity | Q9UNA4 | Pol iota fluorescent replication assay, 10 min | Potency, µM (titrated, usually from 115 µM), for inactives: at the top dose activity, negative = inhibition, actives largely listed as inhibitors | hit rate 1% among 390,000 | AID 588590
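Pol iota at 10 nM preincubated 15 min with compounds at room temperature; reaction started with fluorescent substrate, 50 nM final. Fluorescence read kinetically at 0 and 10 min; buffer-only wells as negative control.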
BAZ2B block: inhibitors of human BAZ2B bromodomain; Q9UIF8; Potency, µM (titrated, usually from 114 µM), inactives show at the top dose activity change, negative = inhibition, actives largely listed as inhibitors; hit rate 4.4% among 360,000; AlphaScreen BAZ2B-H3K14Ac peptide displacement; note: % is set by controls: 0 for no effect and ±100 for the full control effect; nearly all actives have a fitted effect of over 60% in size
Target sequence (Q9UIF8 whole entry, looked up): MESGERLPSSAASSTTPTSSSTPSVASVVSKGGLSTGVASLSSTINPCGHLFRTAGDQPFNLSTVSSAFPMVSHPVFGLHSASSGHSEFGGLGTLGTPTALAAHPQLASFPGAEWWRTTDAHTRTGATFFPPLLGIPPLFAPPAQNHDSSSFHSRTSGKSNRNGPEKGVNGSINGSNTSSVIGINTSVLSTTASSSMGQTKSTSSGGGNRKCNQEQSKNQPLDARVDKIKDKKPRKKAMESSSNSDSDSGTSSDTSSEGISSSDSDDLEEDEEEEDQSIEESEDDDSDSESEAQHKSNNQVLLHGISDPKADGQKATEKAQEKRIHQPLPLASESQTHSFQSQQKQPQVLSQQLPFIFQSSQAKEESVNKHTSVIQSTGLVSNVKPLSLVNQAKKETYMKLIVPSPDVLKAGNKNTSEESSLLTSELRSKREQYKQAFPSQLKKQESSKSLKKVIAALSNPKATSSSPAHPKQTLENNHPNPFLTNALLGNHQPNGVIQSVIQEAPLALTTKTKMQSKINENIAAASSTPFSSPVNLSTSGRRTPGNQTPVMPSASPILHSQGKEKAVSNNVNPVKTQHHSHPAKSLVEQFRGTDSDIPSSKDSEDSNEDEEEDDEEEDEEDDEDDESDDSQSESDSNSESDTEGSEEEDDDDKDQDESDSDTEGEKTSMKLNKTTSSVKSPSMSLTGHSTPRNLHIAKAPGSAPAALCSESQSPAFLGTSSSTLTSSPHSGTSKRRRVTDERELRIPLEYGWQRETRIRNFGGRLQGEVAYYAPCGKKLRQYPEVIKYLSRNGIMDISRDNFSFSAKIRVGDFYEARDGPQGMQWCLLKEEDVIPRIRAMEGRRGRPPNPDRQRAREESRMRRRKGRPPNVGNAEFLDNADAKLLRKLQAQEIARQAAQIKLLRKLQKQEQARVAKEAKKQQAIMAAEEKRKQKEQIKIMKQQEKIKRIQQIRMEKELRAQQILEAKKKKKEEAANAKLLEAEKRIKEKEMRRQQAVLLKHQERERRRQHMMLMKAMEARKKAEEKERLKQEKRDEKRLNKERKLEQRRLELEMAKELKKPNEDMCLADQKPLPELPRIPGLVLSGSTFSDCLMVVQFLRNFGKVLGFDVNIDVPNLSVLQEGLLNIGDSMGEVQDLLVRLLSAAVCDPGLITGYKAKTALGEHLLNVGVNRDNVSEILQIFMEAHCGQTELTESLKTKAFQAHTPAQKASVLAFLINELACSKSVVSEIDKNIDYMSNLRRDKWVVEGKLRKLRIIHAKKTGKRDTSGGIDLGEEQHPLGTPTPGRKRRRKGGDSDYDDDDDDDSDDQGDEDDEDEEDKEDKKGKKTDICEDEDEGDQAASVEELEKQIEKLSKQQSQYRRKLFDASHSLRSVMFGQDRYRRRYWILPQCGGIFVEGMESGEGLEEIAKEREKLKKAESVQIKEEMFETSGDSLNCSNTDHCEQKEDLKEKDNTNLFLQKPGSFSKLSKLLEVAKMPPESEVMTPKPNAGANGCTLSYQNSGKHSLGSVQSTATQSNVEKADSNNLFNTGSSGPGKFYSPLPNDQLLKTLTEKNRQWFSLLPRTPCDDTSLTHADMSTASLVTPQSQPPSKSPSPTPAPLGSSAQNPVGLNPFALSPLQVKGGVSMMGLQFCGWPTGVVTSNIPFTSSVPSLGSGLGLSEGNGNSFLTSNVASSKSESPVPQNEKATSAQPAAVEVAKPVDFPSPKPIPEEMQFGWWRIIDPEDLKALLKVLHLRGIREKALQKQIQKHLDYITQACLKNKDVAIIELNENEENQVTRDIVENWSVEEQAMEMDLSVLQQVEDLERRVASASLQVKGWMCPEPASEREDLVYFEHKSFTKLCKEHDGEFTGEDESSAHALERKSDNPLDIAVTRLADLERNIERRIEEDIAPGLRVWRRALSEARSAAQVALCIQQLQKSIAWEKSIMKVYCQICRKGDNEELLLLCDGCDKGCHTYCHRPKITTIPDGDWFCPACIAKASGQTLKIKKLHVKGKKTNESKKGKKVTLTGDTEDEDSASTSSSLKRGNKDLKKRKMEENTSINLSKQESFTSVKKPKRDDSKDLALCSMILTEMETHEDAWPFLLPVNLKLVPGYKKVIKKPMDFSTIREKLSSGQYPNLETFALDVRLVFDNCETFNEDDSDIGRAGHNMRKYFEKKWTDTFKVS
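Compounds, titrated to a top concentration of 110 uM, were incubated 30 min at room temperature with preformed BAZ2B/acetyl-K14 H3 peptide complex (50 nM each). Proximity signal was measured by AlphaScreen after 20 min with beads.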
BLM helicase inh: Bloom syndrome helicase (human) inhibition. hit rate 0.2% among 350,000. AID 2528. recombinant BLM DNA unwinding, fluorescence dequenching. Potency, µM (doses to about 56.1 µM), without a hit: at the highest dose activity change, negative = inhibition, hits mostly inhibitors;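 note: plate controls were vehicle for no effect and no enzyme for full effect; nearly all actives have a fitted effect of over 35% in size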
Numbers without * were called inactive; [ ] = dose if it differs, or a comment. Unless noted, calls come from the whole dose curve; as a rule, active = well fitted curve in the direction sought with a large enough effect; inconclusive = small, poorly fitted or top-dose-only effect, or another doubt; inactive = no such curve, though single readings can be large; an effect the other way counts as inactive or inconclusive. Potency is the fitted concentration of half-maximal effect.

COc1ccc(S(=O)(=O)Nc2ccccc2C(=O)N2CCOCC2)cc1Cl was read as Pin1 inhibitor -9.6%, GLS inh 0.0%, G9a inh -3.8%, PGK inhibitor inactive, JMJD2A Tudor inh -6.2%, HP1b chromo inh 50.0%[activator], POLI inh 18.6%, BAZ2B block -1.4% and BLM helicase inh -1.3%.
`Cc1ccc(C(=O)Nc2ccc3c(c2)OCCO3)cc1S(=O)(=O)N1CCOCC1` gave Pin1 inhibitor 18.5%, GLS inh -5.5%, PGK inhibitor -11.1%, JMJD2A Tudor inh inconclusive, HP1b chromo inh 16.5% and POLI inh 23.0%.
For Cc1cccc(C)c1NC(=O)c1cnn(-c2ccccc2)c1C the results were Pin1 inhibitor -0.4%, GLS inh 0.8%, PGK inhibitor 5.8%, JMJD2A Tudor inh -14.0%, HP1b chromo inh 17.0%, POLI inh 148.6%[activator], BAZ2B block -5.1% and BLM helicase inh -2.6%.
For CN1OC[C@@H]2CN[C@H](c3cccc(-c4cc(Cl)cc(Cl)c4)c3)C[C@@H]21 the results were Pin1 inhibitor 6.3%, GLS inh 3.6%, PGK inhibitor -0.5%, JMJD2A Tudor inh -25.4%, HP1b chromo inh 8.2% and POLI inh inconclusive.
COc1ccccc1N1CCN(C(c2ccccc2)c2nnnn2CCc2ccccc2)CC1 (stereo unspecified) was read as Pin1 inhibitor 9.1%, GLS inh 7.2%, G9a inh inconclusive, PGK inhibitor -2.9%, JMJD2A Tudor inh 6.9%[11.4 µM], HP1b chromo inh 31.9%[activator], POLI inh inconclusive, BAZ2B block inconclusive and BLM helicase inh -2.8%.
Screening COc1cc(/C=C/C(=O)c2ccc(O)cc2)ccc1OCC#N returned Pin1 inhibitor -0.1%, GLS inh -10.5%, G9a inh -12.6%[59 µM], PGK inhibitor -7.1%, JMJD2A Tudor inh -31.8%, HP1b chromo inh -0.1%, POLI inh -22.1%, BAZ2B block -4.5% and BLM helicase inh -4.4%.
For O=C(Nc1ccc(C(=O)NCc2ccccc2)cc1)C1=CSCCO1 the results were Pin1 inhibitor 8.4%, GLS inh 6.8%, G9a inh -4.3%, PGK inhibitor inactive, JMJD2A Tudor inh 6.9%, HP1b chromo inh 14.4%[57 µM], POLI inh 16.1%, BAZ2B block 0.3% and BLM helicase inh 0.1%.
For Cc1ccc(C(=O)N2CCC(C(=O)c3ccc(F)cc3)CC2)cc1 the results were Pin1 inhibitor -0.2%, GLS inh 12.5%, PGK inhibitor 2.3%, JMJD2A Tudor inh -9.6%, HP1b chromo inh 13.1% and POLI inh -5.8%.
`O=C(CCC(=O)N1CCSc2ccccc21)Nc1ccc(Cl)cc1` gave Pin1 inhibitor -0.1%, GLS inh 9.8%, G9a inh -15.0%[59 µM], PGK inhibitor -7.8%, JMJD2A Tudor inh -15.4%, HP1b chromo inh 39.3%[activator], POLI inh -8.9%, BAZ2B block -16.3% and BLM helicase inh -5.2%.
NC(=O)c1ncn([C@@H]2O[C@H](CNCc3cnc(N4CCOCC4)nc3)[C@@H](O)[C@H]2O)n1 was read as Pin1 inhibitor -2.7%, GLS inh -4.6%, PGK inhibitor -2.5%, JMJD2A Tudor inh -2.9%, HP1b chromo inh 57.9%[activator] and POLI inh -8.7%.
For Cc1cccc(C(C)C)c1-n1nnnc1-c1ccccc1 the results were Pin1 inhibitor -1.8%, GLS inh 2.7%, G9a inh 54.2%[activator][59 µM], PGK inhibitor -0.1%, JMJD2A Tudor inh 23.3%, HP1b chromo inh 51.0%[activator], POLI inh 3.7% and BLM helicase inh -6.2%.
CN(C)c1nc(OCCNC(=O)Nc2ccccc2)nc(N(C)C)n1 was read as Pin1 inhibitor -0.6%, GLS inh -5.1%, G9a inh -8.6%, PGK inhibitor inactive, JMJD2A Tudor inh -4.3%, HP1b chromo inh 21.4%, POLI inh -13.9%, BAZ2B block 3.9% and BLM helicase inh -2.4%.
COc1ccccc1CNC(=O)C1CCC(CNS(=O)(=O)c2cccs2)CC1 (stereo unspecified) was read as Pin1 inhibitor 6.0%, GLS inh -1.9%, G9a inh -6.5%, PGK inhibitor -1.7%, JMJD2A Tudor inh -4.9%, HP1b chromo inh 36.4%[activator], POLI inh 12.3%, BAZ2B block -0.2% and BLM helicase inh -3.8%.
For COC(=O)c1sccc1NC(=O)CN(C)NS(=O)(=O)c1ccc(F)cc1 the results were Pin1 inhibitor 2.5%, GLS inh 27.0%, G9a inh 39.0%[59 µM], PGK inhibitor 3.2%, JMJD2A Tudor inh inconclusive, HP1b chromo inh 8.6%, POLI inh 1.4%, BAZ2B block -2.6% and BLM helicase inh 2.2%.
Screening COc1cc(C(=O)Nc2ccccc2OCc2cc(=O)n3cc(C)sc3n2)cc(OC)c1OC returned Pin1 inhibitor 1.3%, GLS inh 1.0%, G9a inh 22.1%[59 µM], PGK inhibitor -2.5%, JMJD2A Tudor inh -18.9%, HP1b chromo inh 50.7%, POLI inh 33.6%[activator], BAZ2B block -1.5% and BLM helicase inh -2.3%.
For O=C(COC(=O)C12CC3CC(CC(C3)C1)C2)Nc1ccc2[nH]c(=O)[nH]c2c1 the results were Pin1 inhibitor 1.0%, GLS inh -0.8%, G9a inh 7.9%, PGK inhibitor 4.3%, JMJD2A Tudor inh -10.3%, HP1b chromo inh 31.6%, POLI inh 25.0%, BAZ2B block -27.2% and BLM helicase inh -3.7%.
Screening CCOc1cc(-c2cc(C(=O)O)c3c(-c4ccccc4)[nH]nc3n2)ccc1O returned Pin1 inhibitor -0.3%, GLS inh 16.9%, G9a inh 2.9%[59 µM], PGK inhibitor -2.4%, JMJD2A Tudor inh -17.7%, HP1b chromo inh 8.3%, POLI inh -11.6%, BAZ2B block 5.7% and BLM helicase inh -4.2%.
`O=C(Nc1ccc2nc(C3CC3)n(Cc3ccc(F)cc3)c(=O)c2c1)c1ccco1` gave Pin1 inhibitor -0.4%, GLS inh -0.2%, G9a inh -30.3%, PGK inhibitor -4.0%, JMJD2A Tudor inh -20.5%, HP1b chromo inh 10.6%, POLI inh -13.5%, BAZ2B block -31.7% and BLM helicase inh -6.2%.
`CC(C)CC(=O)Nc1nc2ccc(S(=O)(=O)N3CCOCC3)cc2s1` gave Pin1 inhibitor 2.2%, GLS inh -3.3%, G9a inh inconclusive, PGK inhibitor -8.4%, JMJD2A Tudor inh -8.3%, HP1b chromo inh 25.4%, POLI inh -11.7%, BAZ2B block -3.9% and BLM helicase inh 1.6%.
C#CCOCCOCCOCCNc1nc(N2CCN(C(=O)[C@H](CCCCN)n3cc([C@@H](N)CC(C)C)nn3)CC2)nc(N2CCN(C(=O)[C@H](Cc3cc4ccccc4[nH]3)n3cc([C@@H](N)Cc4ccc(O)cc4)nn3)CC2)n1 was read as Pin1 inhibitor 7.9%, GLS inh 17.8%, G9a inh 39.1%[59 µM], PGK inhibitor 0.5%, JMJD2A Tudor inh 17.8µM*, HP1b chromo inh -14.5%, POLI inh 6.6%, BAZ2B block 2.0% and BLM helicase inh inconclusive.
O=C(CCC(=O)NC1CCCCCC1)Nc1nnc(C(F)(F)F)s1 was read as Pin1 inhibitor 0.3%, GLS inh 6.1%, G9a inh -2.6%[59 µM], PGK inhibitor -12.3%, JMJD2A Tudor inh -12.9%, HP1b chromo inh 19.4%, POLI inh 9.8%, BAZ2B block inconclusive and BLM helicase inh -10.5%.
For COc1ccc(C)cc1NC(=O)c1ccccc1NS(=O)(=O)c1ccc(Cl)s1 the results were Pin1 inhibitor -5.1%, GLS inh 8.0%, PGK inhibitor inactive, JMJD2A Tudor inh -12.2%, HP1b chromo inh 36.5%[activator], POLI inh 10.0%, BAZ2B block -14.5% and BLM helicase inh -5.4%.
Screening CCNC(=O)/N=C1/NC(=O)C(C(C)C)O1 (stereo unspecified) returned Pin1 inhibitor 3.2%, GLS inh -3.3%, G9a inh inconclusive, PGK inhibitor inactive, JMJD2A Tudor inh 7.94µM*, HP1b chromo inh -0.1%, POLI inh inconclusive, BAZ2B block -29.4% and BLM helicase inh 3.2%.
Screening O=C(N/N=C/c1ccccn1)c1cccc(NC(=O)c2ccccc2Cl)c1 returned Pin1 inhibitor -4.9%, GLS inh -1.1%, G9a inh -2.4%, PGK inhibitor inactive, JMJD2A Tudor inh -22.1%, HP1b chromo inh 31.0%, POLI inh 39.5%[activator], BAZ2B block 13.8% and BLM helicase inh -3.0%.
For O=C(CC1SCCNC1=O)Nc1ccccc1Cl (stereo unspecified) the results were Pin1 inhibitor -5.2%, GLS inh 9.3%, G9a inh -8.6%, PGK inhibitor -3.5%, JMJD2A Tudor inh -5.8%, HP1b chromo inh 11.5%, POLI inh 122.3%[activator], BAZ2B block -9.8% and BLM helicase inh -5.9%.
CSC1=NS(=O)(=O)c2c(C)nn(C)c2S1 was read as Pin1 inhibitor -5.3%, GLS inh -27.2%, G9a inh 1.12µM*, PGK inhibitor inactive, JMJD2A Tudor inh 4.47µM*, HP1b chromo inh 12.6µM*, POLI inh -9.8%, BAZ2B block 50.1µM* and BLM helicase inh -8.0%.
Cc1ccc(COC(=O)c2cc(S(=O)(=O)N3CCOCC3)ccc2C)cc1 was read as Pin1 inhibitor 2.6%, GLS inh 16.2%, G9a inh -10.4%[2.33 µM], PGK inhibitor 1.0%, JMJD2A Tudor inh 16.6%, HP1b chromo inh 65.1%[activator], POLI inh -8.1% and BAZ2B block 10.9%.
Screening O=C(c1ccc2c(c1)N(Cc1ccccc1F)C(=O)c1ccccc1S2=O)N1CCOCC1 (stereo unspecified) returned Pin1 inhibitor 1.9%, GLS inh 7.2%, G9a inh -39.7%[59 µM], PGK inhibitor 8.2%, JMJD2A Tudor inh -17.5%, HP1b chromo inh 22.0%, POLI inh 23.3%, BAZ2B block -6.5% and BLM helicase inh -5.0%.

This is a subset, so the mix of outcomes need not match the whole.
